Bioassay records deposited in PubChem by several laboratories.
eIF4E-4G inh = blocks eIF4E binding to eIF4G | actives 0.37% (n = 220,000) | inhibition, % at 21.7 µM | TR-FRET eIF4E-eIF4GI(517-606) binding, 2 h | P63073+Q04637 | AID 782;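 active = inhibition above about 30%, limit read from the data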;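 also: 0% = full FRET control wells and 100% = background wells lacking eIF4GI fragment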
PERK inhibitor = inhibitors of human PERK kinase | Q9NZJ5 | CHO PERK-DD fusion, SEAP luminescence translation reporter | inhibition, % at 5.6 µM | actives 0.17% (n = 220,000);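 active = inhibition above the mean inhibition of all tested compounds plus 3 SD, set separately per screening campaign, cut at about 2.9% in these data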;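 also: PERK kinase domain activated by AP20187 dimerizer at 100 nM; 0% = DMSO with dimerizer and 100% = rapamycin at 8.4 µM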
S1P4 ag = human S1P4 receptor agonism. O95977. S1P4-expressing cell line, agonist reporter assay. activation, % at 4.98 µM. actives 0.35% (n = 220,000); in the data active = activation above about 11%;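 also: 0% = DMSO vehicle and 100% = reference agonist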
Mdm2 ligase inh = inhibitors of human Mdm2 E3 ubiquitin ligase | actives 0.11% (n = 210,000) | signal enhancement, % at 5 µM | cell-based MDM2 ubiquitination luciferase reporter, 2 h; 0 = plate control, 100 = twice control, blank-subtracted | AID 1230;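 active = signal enhancement of 30% or more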;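 also: luminescence tracks abundance of the self-degrading MDM2-luciferase fusion protein; higher signal means inhibition of MDM2 E3 ligase activity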
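Material: Stable MDM2–luciferase fusion reporter cells | Amount: 2000 cells seeded into each well | Dosing: One concentration, 5 µM, with 0.2% DMSO | Incubation: 4 h cell settling then 2 h compound exposure, 37 °C | Measured by: Luciferase luminescence | Read-out basis: % enhancement relative to plate controls after blank subtraction | Benchmarks: Control and blank well means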
BaF3 parental = reduces parental Ba/F3 cell viability, JAK2V617F counter-screen | CellTiter-Glo ATP luminescence | inhibition, % at 5.6 µM | actives 1.1% (n = 220,000);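 active = inhibition above a per-campaign cutoff, the mean inhibition of all tested compounds plus 3 SD, cut at about 27% in these data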;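 also: 0% = DMSO wells and 100% = JAK Inhibitor I control wells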
Ba/F3 V617F tox = lowers viability of Ba/F3 cells expressing EpoR and JAK2V617F. inhibition, % at 5.6 µM. actives 1.1% (n = 220,000). ATP luminescence;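 active = inhibition above the campaign mean plus 3 SD over all tested compounds, cut at about 24% in these data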;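 also: cytokine-independent growth of Ba/F3 cells driven by EpoR plus mutant JAK2; 0% = DMSO-treated cells and 100% = JAK inhibitor I control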
Wee1 stabilizer = blocks degradation of human Wee1 kinase. HeLa Luc-Wee1K328M stability, luciferase luminescence; 100% = proteasome inhibitor MG132 effect. actives 1.2% (n = 220,000). AID 1321. reporter increase, % at 5 µM. P30291;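 active = activation above the mean of all tested compounds plus 3 SD, set per screening run, cut at about 8.8% in these data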;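 also: cells exposed to compound for 20 h before luminescence read; 0% = DMSO alone and 100% = MG132 at 30 µM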
NPY-Y2 PAM-ag = potentiates or activates human NPY-Y2 receptor; P49146; cells expressing NPY-Y2, potentiator/agonist read-out; activation, % at 3.6 µM; actives 0.45% (n = 220,000); AID 1359; in the data active = activation above about 27%;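 also: cells stimulated with NPY near EC25 plus isoproterenol at EC100; 0% = vehicle plus submaximal agonist and 100% = vehicle plus saturating agonist; some results beyond the cut were filed as inactive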
S1P4 antagonist = human S1P4 receptor antagonism | inhibition, % at 4.98 µM | S1P4-expressing cells, antagonist mode, reporter read-out | actives 0.26% (n = 220,000) | O95977; in the data active = inhibition above about 29%;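 also: 0% = wells stimulated with agonist and 100% = vehicle wells without agonist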
The depositor's hits bear a star; / = not tested or not shown; [ ] = another dose, or the depositor's remark.

SMILES	eIF4E-4G inh	PERK inhibitor	S1P4 ag	Mdm2 ligase inh	BaF3 parental	Ba/F3 V617F tox	Wee1 stabilizer	NPY-Y2 PAM-ag	S1P4 antagonist
CN(C)c1ccc(CN(C(=O)COc2ccccc2)C2CCS(=O)(=O)C2)cc1 (stereo not drawn)	-7	0.3	-3.6	-23	6	-2	2	4	14
CCc1ccc(OCC(=O)OCC(=O)c2ccc3c(c2)NC(=O)CO3)cc1	17[fluorescence artefact?]	0.7	-1.1	-14	3	2	-1	-12	-3
Cc1cc(/C=C2\SC(=S)NC2=O)c(C)[nH]1	-3	0.9	0.4	-19	1	3	2	0	-7
O=C(C1=C[C@@H]2[C@H]3C(=O)N(c4cccc(Cl)c4)C(=O)[C@H]3[C@@H](C(=O)c3ccc(Cl)cc3)N2C=C1)c1ccccc1	-4	0.0	0.6	-12	5	-1	-2	3	-17
C=CCSc1nc2ccccc2n1S(=O)(=O)c1ccc(C)cc1	-7	1.3	-1.6	1	5	-1	-1	1	-3
COc1cc(/C=N/NC(=S)NC(C)C)ccc1OCC(=O)Nc1c(C)cc(C)cc1C	1	0.3	0.6	-37	2	2	-2	2	-7
O=C(N/N=C/c1c[nH]c2ccccc12)C1COc2ccccc2O1 (stereo not drawn)	48*	0.5	1.5	-9	2	2	4	8	1
COc1ccc(OCC(=O)N/N=c2\oc3c(OC)cccc3cc2C(N)=O)cc1	7[fluorescence artefact?]	0.2	1.7	-6	6	-3	0	-11	-30
O=C(CC(c1ccccc1)c1ccccc1O)NCc1ccccc1 (stereo not drawn)	-2	-0.2	-0.4	-12	8	0	-2	3	-8
O=C(NCc1ccc2c(c1)OCO2)C(=O)NCC(c1ccco1)N1CCN(c2ccccc2)CC1 (stereo not drawn)	2	0.7	1.9	2	9	0	-1	2	-17
O=C(c1ccc(Cn2cc(Cl)c([N+](=O)[O-])n2)cc1)N1CCN(Cc2ccccc2)CC1	4	-0.6	-0.6	-11	-4	0	2	7	-1
O=C(c1cccc2ccccc12)C1CCCN(C(=O)CCN2CCCO2)C1 (stereo not drawn)	4	1.6	0.5	-6	4	-1	-1	17	-21
CCn1c(O)c(N=N)c2ccccc21	1	0.6	0.5	-1	6	-1	-2	-17	7
CCCCn1c(N)c(N(CC(C)C)C(=O)CN(C)Cc2cccc(OC)c2)c(=O)[nH]c1=O	-4	-0.5	-3.2	-12	1	-1	-1	-16	-14
Cc1ccccc1OCC(=O)Nc1nc2ccccc2[nH]1	-1	0.6	21*	-48	3	1	0	-23	24
Cc1cc(NC(=O)c2cnn3c(C(F)F)cc(-c4ccccc4)nc23)no1	-7[fluorescence artefact?]	0.1	-2.0	-21	7	2	-3	11	-1
Cc1ccc(NC(=S)NNC(=O)c2ccccc2OC(F)F)cc1	1	0.5	-0.8	-41	41*	26*	-1	2	-18
O=C(NC(=S)Nc1ccccc1)c1ccc(-c2ccccc2)cc1	2[fluorescence artefact?]	0.5	-0.8	-3	2	-2	0	-2	-6
COC(=O)c1ccc(C(=O)Nc2ccc(N)cc2N)cc1	3	0.6	-1.7	4	8	0	4	14	-25
Cc1cc(C(C)(C)C)cc(S(=O)(=O)NCC(=O)O)c1C	3	0.7	-1.5	-3	2	2	-2	-18	-22
c1ccc2nc(-c3ccc4c(c3)OCO4)ccc2c1	2	0.1	0.8	-32	-2	1	10*	-2	-20
O=C(Nc1ccc(F)cc1)c1cccc2c1C(=O)N(Cc1ccccn1)C2	1	-0.6	0.1	7	8	1	-2	-15	4
CCC/C(=N\NC(=O)c1ccccc1C)c1ccccc1	20	0.9	0.9	4	5	-4	3	-3	-15
CN(C)C=Nc1nonc1N	2	0.0	-0.9	-12	2	-3	-1	1	-7
O=C(O)c1ccc(CSc2nnc(SCc3ccccc3)s2)cc1	-10[fluorescence artefact?]	1.5	1.5	-4	7	0	0	-7	-15
Next part
SMILES	eIF4E-4G inh	PERK inhibitor	S1P4 ag	Mdm2 ligase inh	BaF3 parental	Ba/F3 V617F tox	Wee1 stabilizer	NPY-Y2 PAM-ag	S1P4 antagonist
COc1ccc(C(=O)OCC(=O)NC(=O)NC2CCCC2)c(O)c1	4	-0.7	0.8	-13	6	5	-2	-12	-3
Cc1ccc(C(C(=O)Nc2ccc(C(C)C)cc2)N(C)C(=O)c2ccc(=O)[nH]c2)cc1 (stereo not drawn)	-3	0.6	0.9	0	6	0	-1	0	-13
CCOC(=O)c1cccc(C(=O)Nc2nc3ccc(OC)cc3s2)n1	4	2.5	-0.8	-30	3	-6	3	-1	0
COc1ccc(NC(=O)c2c3c(nc4ccccc24)CCC3)cc1	0	-0.7	1.1	-17	5	2	-1	-6	-11
O=C(Cn1c(=O)n(Cc2ccccc2)c(=O)c2ccccc21)NCc1ccco1	6	-0.6	-2.2	-8	5	-1	0	-1	-6
CC(=O)CC(=O)Nc1nc(C)cc(C)n1	0	-0.5	1.1	1	1	-1	0	-4	-21
CCn1c(C)nc2cc(C#N)ccc21	2	1.5	1.1	0	8	0	-2	18	-13
Cc1cc(C2C(=O)C(C(=O)c3ccc(Cl)cc3)C(=O)CC2(C)C)on1 (stereo not drawn)	4	1.1	3.1	-3	2	-1	0	0	-6
CCOc1ccc(C2C(C#N)=C(N)Oc3n[nH]c(C)c32)cc1OC(=O)C1CC1 (stereo not drawn)	1	-0.1	-0.3	-9	13	4	-3	-7	-10
COc1ccc2nc(Cl)c(C3CC(c4ccco4)=NN3C(=O)CCC(=O)O)cc2c1 (stereo not drawn)	-1	0.4	3.6	-8	5	2	2	-8	-1
COc1ccc(Cn2c(O)c(/C=C3/C=CC=N3)c(=O)[nH]c2=O)cc1	0	0.9	0.6	/	-2	1	-2	-13	-12
COc1ccc(OC)c(NC(=O)CCN2CCCCCC2)c1	3	-0.5	0.1	-1	4	6	-1	-22	-13
C=CCn1c(COc2ccc(F)cc2)nnc1SCC(=O)N1CC(=O)Nc2ccccc21	0[fluorescence artefact?]	0.5	-0.2	-9	3	1	-1	-1	4
Cc1ccccc1-n1nnnc1SC(C)C(=O)NC1CCCc2ccccc21 (stereo not drawn)	4	-0.2	0.9	-16	3	-3	-1	10	-10
CCOC(=O)CC1C(=O)NCCN1C(=O)c1cc2c(=O)n3ccccc3nc2s1 (stereo not drawn)	4[fluorescence artefact?]	0.6	-1.0	-9	9	3	-2	-17	1
O=S(=O)(c1ccccc1)c1ccc(NCc2ccco2)cc1	-3	0.4	-0.1	-11	-2	-5	-2	11	-17
Cn1c(Oc2ccc(Cl)c3cccnc23)nc2c1c(=O)n(Cc1ccccc1Cl)c(=O)n2C	7	0.1	-0.2	-16	94*	-2	-3	-2	-4
CC(=O)NCCn1ccc2ccccc21	-4	-0.1	1.3	-12	0	-2	-2	-9	-19
O=C(/C=C/c1ccc(Cl)cc1)Nc1ccc(S(=O)(=O)Nc2ncccn2)cc1	0	1.5	0.0	1	-1	-1	0	4	5
COc1ccccc1/C=C/C=N/NC(=O)c1ccccn1	-2	-0.1	-0.1	-32	8	4	1	-19	5
CC1=C(C(N)=O)C(c2sccc2C)n2nnnc2N1 (stereo not drawn)	-5	1.5	1.2	4	7	-1	-1	-4	-2
CN=C(Nc1cc(C)nn1-c1ccccc1)c1ccc(F)cc1	-11	0.5	0.6	-6	2	-3	-1	9	-5
CCN(CC)CCN1C(=O)c2ccccc2NC1c1ccc(F)cc1 (stereo not drawn)	-1	-0.2	0.1	-8	2	-2	0	-4	-4
Cc1ccc(-c2cn3c(n2)CCCC3)cc1	0	0.0	-0.4	-12	2	-2	-1	13	-7
COc1ccc(OC)c(NC(=S)N2CCc3ccccc3C2)c1	-5	1.9	-0.2	-13	1	-4	1	7	-8

Reformatted: entries from further up
Values run as follows: eIF4E-4G inh	PERK inhibitor	S1P4 ag	Mdm2 ligase inh	BaF3 parental	Ba/F3 V617F tox	Wee1 stabilizer	NPY-Y2 PAM-ag	S1P4 antagonist
O=S(=O)(c1ccccc1)c1ccc(NCc2ccco2)cc1
    -3	0.4	-0.1	-11	-2	-5	-2	11	-17
Cn1c(Oc2ccc(Cl)c3cccnc23)nc2c1c(=O)n(Cc1ccccc1Cl)c(=O)n2C
    7	0.1	-0.2	-16	94*	-2	-3	-2	-4
CC(=O)NCCn1ccc2ccccc21
    -4	-0.1	1.3	-12	0	-2	-2	-9	-19
O=C(/C=C/c1ccc(Cl)cc1)Nc1ccc(S(=O)(=O)Nc2ncccn2)cc1
    0	1.5	0.0	1	-1	-1	0	4	5
COc1ccccc1/C=C/C=N/NC(=O)c1ccccn1
    -2	-0.1	-0.1	-32	8	4	1	-19	5
CC1=C(C(N)=O)C(c2sccc2C)n2nnnc2N1 (stereo not drawn)
    -5	1.5	1.2	4	7	-1	-1	-4	-2
CN=C(Nc1cc(C)nn1-c1ccccc1)c1ccc(F)cc1
    -11	0.5	0.6	-6	2	-3	-1	9	-5
CCN(CC)CCN1C(=O)c2ccccc2NC1c1ccc(F)cc1 (stereo not drawn)
    -1	-0.2	0.1	-8	2	-2	0	-4	-4
Cc1ccc(-c2cn3c(n2)CCCC3)cc1
    0	0.0	-0.4	-12	2	-2	-1	13	-7
COc1ccc(OC)c(NC(=S)N2CCc3ccccc3C2)c1
    -5	1.9	-0.2	-13	1	-4	1	7	-8

(cont.)
SMILES	eIF4E-4G inh	PERK inhibitor	S1P4 ag	Mdm2 ligase inh	BaF3 parental	Ba/F3 V617F tox	Wee1 stabilizer	NPY-Y2 PAM-ag	S1P4 antagonist
O=c1oc(Nc2ccccc2Cl)nc2ccccc12	-3	0.8	0.2	-18	6	3	0	-8	-3
Cc1oc(C(C)(C)C)cc1C(=O)Nc1ccc2c(c1)OCCO2	1	0.9	-1.4	-5	2	2	3	4	-13
Cc1cc(NC(=O)/C=C/c2ccccc2Cl)n(-c2nc3ccccc3[nH]2)n1	2[fluorescence artefact?]	0.5	0.0	/	8	4	0	-3	-6
O=C(Nc1cnn(Cc2c(Cl)cccc2Cl)c1)C(c1ccccc1)c1ccccc1	-10	-1.6	0.6	-16	7	-1	2	4	4
Cn1c(N)c(C(=O)COC(=O)c2ccco2)c(=O)n(C)c1=O	-9	1.3	-0.8	-22	4	-1	-2	4	1
O=C(Nc1cccc(Cl)c1)N(CCCN1CCOCC1)Cc1ccccc1F	2	-1.2	0.0	-15	2	-1	-2	-24	-16
COC(=O)C1=C(C)N(C)C(C)=C(C(=O)OC)C1c1ccccn1	-6	0.0	-2.8	4	2	-4	3	4	10
CCn1cc(Br)c(C(=O)NC(=S)Nc2ccc(C(=O)OC)cc2)n1	-4	1.0	0.2	-1	3	1	-1	5	-9
CC(=O)/C(C#N)=C1\NC(=O)C(Cc2ccc(F)cc2)S1 (stereo not drawn)	-3	-0.5	0.6	5	2	3	2	0	0
CCCCCCC(=O)N/N=C/c1ccco1	0	0.8	-0.1	/	4	-2	3	1	-4
